Source: PubChem BioAssay (National Center for Advancing Translational Sciences (NCATS))
Pf growth 48h: inhibits P. falciparum growth in the first generation, 48 h; P. falciparum luciferase growth in erythrocytes, 48 h; Potency, µM (titrated, usually from 28.7 µM), for the others: at the highest dose activity change, negative = inhibition, hits mostly inhibitors; 5.9% of 310,000 active; note: potency is the fitted concentration of half-maximal effect; % is set by controls: 0 for no effect and ±100 for the full control effect
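Luciferase-expressing parasites in RBCs, 2% Hct / 0.1% parasitemia final; RPMI 1640 + 0.5% Albumax; 37 C, 5% CO2, one generation; luminescence read-out, lower signal = inhibition.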
FBPA Giardia inh: Giardia lamblia aldolase inhibition; 0.71% of 290,000 active; Potency, µM (highest dose often 59.6 µM), for the others: at the highest dose activity, negative = inhibition, most hits filed as inhibitors; purified Giardia FBPA; A8B2U2; note: potency is the fitted concentration of half-maximal effect; % is set by controls: 0 for no effect and ±100 for the full control effect; nearly all actives have a fitted effect of over 55% in size
Target sequence (A8B2U2 whole entry, looked up): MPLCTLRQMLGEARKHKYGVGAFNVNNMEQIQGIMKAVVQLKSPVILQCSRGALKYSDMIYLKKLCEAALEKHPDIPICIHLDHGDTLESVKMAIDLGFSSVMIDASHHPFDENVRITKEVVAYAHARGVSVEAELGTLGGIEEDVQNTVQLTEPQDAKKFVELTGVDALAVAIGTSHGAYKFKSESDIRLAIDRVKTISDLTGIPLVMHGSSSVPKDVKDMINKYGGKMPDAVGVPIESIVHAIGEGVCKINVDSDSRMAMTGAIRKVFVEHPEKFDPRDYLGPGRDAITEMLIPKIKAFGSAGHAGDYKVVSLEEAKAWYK
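Giardia FBPA (40 nM reagent) was preincubated 10 min at RT with compound (up to 57.5 uM final), then substrate plus GAPDH/TPI/NAD/arsenate coupling system with diaphorase/resazurin was added; resorufin fluorescence (525/598 nm) was read after 20 min.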
Pf growth 96h: P. falciparum growth inhibition at 96 hour, primary screen for plastid delayed-death inhibitors | P. falciparum luciferase reporter growth, 96 h | Potency, µM (top dose mostly 28.7 µM), without a hit: top-dose activity change, negative = inhibition, hits mostly inhibitors | 6.9% of 320,000 active | AID 504834; note: potency is the fitted concentration of half-maximal effect; % is set by controls: 0 for no effect and ±100 for the full control effect
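P. falciparum expressing integrated firefly luciferase, in erythrocytes at 2% hematocrit, 0.05% parasitemia, incubated with compounds 96 h at 37 C, 5% CO2. Growth inhibition read as loss of luminescence; two-generation exposure targets delayed-death apicoplast inhibitors.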
CHX counter: counter-screen hit for Shiga toxin inhibitors, cycloheximide | 12% of 300,000 active | cell reporter, cycloheximide protein synthesis inhibition counterscreen | max response, %; in the data active = max response mostly above about 13%, no sharp cut-off; inactive = mostly below about 14%; note: read at 38.3 µM for the half of the compounds with a filed dose; 0% is about no effect
HCV inh: blocks hepatitis C virus. Huh7.5.1 HCVcc-Cre infection, luciferase reporter, 44 h. Potency, µM (titrated, usually from 41.8 µM), inactives show at the top dose activity change, negative = inhibition, usual class: inhibitors. 3.4% of 340,000 active. AID 651820; note: potency is the fitted concentration of half-maximal effect; % is set by controls: 0 for no effect and ±100 for the full control effect
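Infectious HCVcc-Cre (~0.5 moi) was added to cells just after compound, with cells seeded 4 h earlier at 1,000 per well. Luciferase activity after 44 h culture reported infection; substrate was incubated 15 min at room temperature before reading.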
Shiga toxin inh: blocks Shiga toxin action in Vero cells; 9.2% of 290,000 active; Vero cells, Shiga toxin protein synthesis inhibition reporter; inhibition, % at 38.7 µM; AID 2315; in the data active = inhibition mostly above about 28%, no sharp cut-off; inactive = mostly below about 43%; note: 0% is about no effect
Active calls of the source: *; ? = inconclusive; / = not tested or not shown; & = joins results of further samples; [ ] = remark or other dose. Unless noted, calls come from the whole dose curve; as a rule, active = well fitted curve in the direction sought with a large enough effect; inconclusive = small, poorly fitted or top-dose-only effect, or another doubt; inactive = no such curve, though single readings can be large; an effect the other way counts as inactive or inconclusive. The order is random. About 24% of those tested had a hit in this group.

SMILES,FBPA Giardia inh,HCV inh,Shiga toxin inh,Pf growth 96h,CHX counter,Pf growth 48h
COc1ccc(S(=O)(=O)N(C)CC(=O)Nc2ccc3c(c2)OCO3)cc1,-5%,?,10,/,15,-5%
Cc1c(NC(=O)c2ccco2)c(=O)n(-c2ccccc2)n1C,2%,2%,-4,26%,-1,15%
CC12CCC(C/C1=N/O)C2(C)CBr (configuration not stated),0%,11%,-4,16%,-1,-3%
CCCCn1c(NC(C)=O)c(C#N)c2nc3ccccc3nc21,?,-9%,-19,?,8,0%
O=C(O)CC(CC(=O)Nc1ccc(-n2ccc(C(F)(F)F)n2)cc1)c1ccccc1 (configuration not stated),14%,8%,3,49%[activator],-3,?
COC(=O)c1ccccc1NS(=O)(=O)c1ccc(NC(C)=O)cc1,11%,-11%,-11,31%[activator],-1,24%
O=C(COC(=O)c1ccc(O)cc1O)c1ccc2c(c1)OCO2,11%,1%,92*,-11%,76*,32%
COCCN(C(=O)CSCc1ccc(C)cc1)c1c(N)n(CC(C)C)c(=O)[nH]c1=O,/,-8%,/,-15%,/,-25%
CCN(CC)CCN(C(=O)Cn1nnc(-c2ccc(C)o2)n1)C(C(=O)NC1CCCC1)c1ccc(F)cc1 (configuration not stated),7%,-16%,-6,?,-7,?
CC(/C=C/c1ccco1)=N\NC(=O)c1cc(Cl)ccc1O,-27%,11%,91*,3%,27*,-18%

SMILES,FBPA Giardia inh,HCV inh,Shiga toxin inh,Pf growth 96h,CHX counter,Pf growth 48h
CCN(CC)CCNC1=NCCn2c1cc1cc(OC)ccc12,-13%,6.3µM*,-16,?,-2,/
COc1ccc(CNC(=O)COC(=O)CCC2CCCCC2)cc1,4%,16%,1,2%,-3,2%
COc1ccc(OCCOCCOc2ccc(C)cc2[N+](=O)[O-])cc1,-7%,-10%,23,-30%,-2,-7%
O=C(O)CCC(=O)NNC(=O)COc1cccc(Cl)c1,4%,5%,12,-20%,-1,37%[activator]
Cn1c(NC(=O)C[n+]2cc(-c3ccc(Cl)cc3)n3c2CCC3)cc(=O)n(C)c1=O,-3%,6%,-14,0.33µM*,-3,4.1µM*
N/N=C(\c1ccccc1)C12CN3CN(CN(C3)C1)C2,20%,1%,-8,6%,5,32%[activator]
COC(=O)c1sccc1NC(=O)Nc1ccccc1F,-14%,17%,11,9.3µM*,-3,60%[activator]
COc1ccc(Cl)cc1NC(=O)C1(c2cccs2)CCOCC1,-3%,?,-10,?,-3,0%
Cc1ccc(S(=O)(=O)Nc2ccccn2)cc1[N+](=O)[O-],0%,13%,-5,69%[activator],-1,-1%
COc1ccc(CN(C(=O)c2snc(C(N)=O)c2N)C(C(=O)NC(C)(C)C)c2ccco2)cc1 (configuration not stated),5%,-5%,-9,9.3µM*,-2,?

SMILES,FBPA Giardia inh,HCV inh,Shiga toxin inh,Pf growth 96h,CHX counter,Pf growth 48h
COc1cc2c(cc1OC)-c1cc(Nc3ccc(N(C)C)cc3)nc(=O)n1CC2,-3%,4%,1,?,-2,?
CC(=O)c1cccc(S(=O)(=O)Nc2c(C)nn(C)c2C)c1,/,6%,/,15%,/,15%
Cc1cc(C)n(C(=O)CNC(=O)Cc2ccccc2)n1,5%,5%,-4,209%[activator],-2,15%
O=C(Nc1ccc(F)cc1)c1cccc2ccccc12,-10%,-11%,15,-10%,24*,10%
COc1ccc(-c2nn(-c3ccccc3)cc2C(=O)NC2CC2)cc1,/,?,/,?,/,-19%
O=C(Nc1ccccc1Cl)c1csc(-c2cccnc2)n1,1%,?,41*,119%[activator],29*,174%[activator]
COc1ccc(CCNC(=O)c2ccc3c(c2)N(Cc2ccc(C)cc2)CCS3)cc1OC,/,8.9µM*,13,-21%,-2,10µM*
CCOc1cc([C@H]2[C@@H]3CCCC[C@]3(O)CCN2CC(=O)NCc2ccco2)ccc1O,-6%,-6%,-7,/,-3,?
CC(C(=O)NCc1ccccc1Cl)n1cc([N+](=O)[O-])cn1 (configuration not stated),4%,3%,4,224%[activator],0,13%
CC1CCCCN1C(=O)C(=O)c1cn(CC(=O)N2CCCC2)c2ccccc12 (configuration not stated),/,6%,-5,?,7,-13%

Given with two lines to a compound: entries from further up.
Each structure is followed by: FBPA Giardia inh	HCV inh	Shiga toxin inh	Pf growth 96h	CHX counter	Pf growth 48h
> COc1ccc(CCNC(=O)c2ccc3c(c2)N(Cc2ccc(C)cc2)CCS3)cc1OC
    /	8.9µM*	13	-21%	-2	10µM*
> CCOc1cc([C@H]2[C@@H]3CCCC[C@]3(O)CCN2CC(=O)NCc2ccco2)ccc1O
    -6%	-6%	-7	/	-3	?

Following part:
SMILES,FBPA Giardia inh,HCV inh,Shiga toxin inh,Pf growth 96h,CHX counter,Pf growth 48h
C=C1CCN([C@@H](C)C(=O)NCc2cc(OC)c(OC)c(OC)c2)S(=O)(=O)c2ccccc21,-12%,?,-11,?,-5,-5%
CC(C)Cc1ccc(C(C)C(=O)Nc2nccs2)cc1 (configuration not stated),6%,2%,-24,/,-4,-19%
COc1cccc(N2CCN(C3CCCC(C)C3)CC2)c1 (configuration not stated),-22%,1%,37,/,10,17%
CCCCn1c(NC(=O)C2CCCCC2)nc2ccccc21,?,13µM*,18,/,16,?
CN(Cc1ccccc1)Cc1c(O)ccc2ccccc12,?,17%,12,?,-2,-4%
CC(=O)c1ccc(NC(=O)CN2CCN(c3ncccn3)CC2)cc1,-28%,-8%,-13,31%[activator],3,/
CCOC(=O)C1=C(C)N(CC)C(=S)NC1c1ccccc1OC(F)F (configuration not stated),3%,23%,-9,?,1,?
COc1ccc(CCNC(=O)c2ccc(N3CCCC3=O)cc2)cc1,7%,-13%,-2,-6%,-4,/
CCN(CC(=O)NC1CCS(=O)(=O)C1)S(=O)(=O)c1ccc(F)cc1 (configuration not stated),9%,10%,7,-5%,3,32%
OC(c1ccccc1)c1nccc2ccccc12 (configuration not stated),9%,6%,16,0%,1,-9%

Shown with two lines to a compound: entries from further up.
Below each compound – FBPA Giardia inh	HCV inh	Shiga toxin inh	Pf growth 96h	CHX counter	Pf growth 48h
COc1ccc(CCNC(=O)c2ccc(N3CCCC3=O)cc2)cc1
 : 7%	-13%	-2	-6%	-4	/
CCOC(=O)C1=C(C)N(CC)C(=S)NC1c1ccccc1OC(F)F (configuration not stated)
 : 3%	23%	-9	?	1	?
CCCCn1c(NC(=O)C2CCCCC2)nc2ccccc21
 : ?	13µM*	18	/	16	?

New compounds follow:
SMILES,FBPA Giardia inh,HCV inh,Shiga toxin inh,Pf growth 96h,CHX counter,Pf growth 48h
COCCOC(=O)C1=C(C)NC(=O)NC1c1c(Cl)nc2ccccn2c1=O (configuration not stated),1%,2%,-8,?,-3,1%
CCC(=O)OCC(=O)[C@@]1(OC(=O)CC)[C@H](C)C[C@@H]2[C@@H]3[C@H]([C@@H](O)C[C@@]21C)[C@]1(C)C=CC(=O)C=C1C[C@@H]3Cl,-2%[21.7 µM],/,/,4.1µM*,/,2.6µM*
CC(C)c1ccccc1NC(=O)c1cnccn1,-1%,21%,17,/,4,32%[activator]
CC(=O)Nc1ccc(S(=O)(=O)N[C@@H](C)C(=O)N2CCN(C/C=C/c3ccccc3)CC2)cc1,/,?,/,?,/,?
O=C(N/N=C/c1ccc(O)cc1)NC12CC3CC(CC(C3)C1)C2,-5%,1%,-3,-19%,10,-16%
Cc1ccc(S(=O)(=O)N2CCNC(=O)C2)c(C)c1,/,14%,/,12%,/,?
O=C(CCCO)N/N=C/c1ccccc1[N+](=O)[O-],3%,16%,39*,22%,1,28%
CCOC(=O)C(NC(=O)CC)(Nc1sc(C)c(CC)c1C#N)C(F)(F)F (configuration not stated),0%,7%,12,5%,-3,-6%
Fc1cccc2ncnc(OCc3ccccc3)c12,-4%,3%,6,4%,6,-15%
COc1ccc(/C(C)=N/N2C(C)CCCC2C)c(OC)c1 (configuration not stated),1%,14%,-7,?,-7,?

SMILES,FBPA Giardia inh,HCV inh,Shiga toxin inh,Pf growth 96h,CHX counter,Pf growth 48h
CN(CC(=O)Nc1ccc(Cl)cc1)CC(=O)Nc1cccc(Br)c1,-1%,1%,-8,29%,1,15%
COC(=O)[C@H](Cc1ccccc1)NC(=O)Cn1ccc(NC(=O)OCc2ccccc2)nc1=O,/,4%,/,28%,/,11%
COc1ccc(-c2cc(C)no2)cc1S(=O)(=O)N(C)c1ccc(C)cc1,24%,-9%,-3,?,2,?
CC(=O)Nc1ccc(S(=O)(=O)N2CCc3ccccc3C2)cc1,9%,-7%,10,/,-5,4%
Cc1cccc(C)c1NC(=O)CN(C)CC(=O)Nc1cc(Cl)ccc1C#N,-2%,-16%,-32,38%[activator],0,-6%
Cc1cccc(/C=N/NC(=O)NC23CC4CC(CC(C4)C2)C3)n1,12%,6%,32,21%,20*,-29%
COc1ccc(C(C(N)=O)c2ncc(C(F)(F)F)cc2Cl)cc1 (configuration not stated),8%,7%,-12,0%,-7,?
CC(=O)c1cccc(Oc2cc(NN3CCCCC3)c([N+](=O)[O-])cc2[N+](=O)[O-])c1,-5%,8.9µM*,-8,12µM*,1,-9%
CC(C)/C=C/C(=O)N1CCC(N2CCC(C(=O)N3CCOCC3)CC2)CC1,1%,0%,-3,?,-2,7%
Cc1cc(C)cc(NC(=O)CN2CCCN(S(=O)(=O)c3ccc(Br)s3)CC2)c1,-8%,?,14,-25%,17,/

SMILES,FBPA Giardia inh,HCV inh,Shiga toxin inh,Pf growth 96h,CHX counter,Pf growth 48h
O=C(Nc1cccc(C(=O)N2CCOCC2)c1)NC1CCCCC1,-1%,10%,28,17%,-6,-7%
COCCNC(=O)CN(Cc1ccc2c(c1)OCO2)C(=O)CCC(=O)Nc1nccs1,7%,9%&8%,-10,/,-1,11%
COc1ccc(CNC(=O)CCC(=O)N2CCN(S(=O)(=O)c3cc([N+](=O)[O-])ccc3C)CC2)cc1,/,-5%,/,-27%,/,?
CCN(CC)S(=O)(=O)c1ccc(-c2nnco2)cc1,5%,8%,-3,13µM*,8,-26%
CC(C)COc1ccc(C(=O)OCC(=O)N(C)CC(=O)Nc2ccc(F)cc2)cc1,/,4%,/,11%,/,6%
CC(NCC(O)COCCC12CC3CC(CC(C3)C1)C2)c1ccccc1 (configuration not stated),6%,7.9µM*,-17,30%,-6,5.2µM*
CN(C)S(=O)(=O)c1cccc(NC(=O)Cn2cc(C(F)(F)F)cc(Cl)c2=O)c1,0%,6%,71*,26%,7,-9%
Cc1sc2nc(SCC(=O)N3CC(C)OC(C)C3)n(C)c(=O)c2c1C (configuration not stated),/,-30%,14,?,-2,-19%
O=C(O)c1ccccc1-c1nc2cc(Cl)ccc2c(=O)n1O,-25%,-1%,-1,-7%,-2,12%
CC1CCN(C(=O)COC(=O)C2CCN(S(=O)(=O)c3ccc(Cl)c(C(F)(F)F)c3)CC2)CC1,/,16%,/,24%,/,?
Cc1cc2ccccn2c1C(=O)c1ccccc1F,0%,?,22,34%[activator],6,11%
Cc1ccc(Cl)cc1NC(=S)N(Cc1ccccc1)Cc1cccnc1,-5%,?,-1,-28%,-2,10µM*
NNC1=N[C@H]2CS(=O)(=O)C[C@H]2S1,-2%,3%,-10,-16%,-4,22%
